MsrA inh – bovine MsrA inhibition | purified bovine MsrA, absorbance read-out | inhibition, % at 15.5 µM | actives 0.75% (n = 360,000) | AID 651718; in the data active = inhibition above about 4.5%;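 also: 0% = vehicle wells with enzyme and 100% = reference inhibitor wells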
CendR NRP1 mod – modulators of CendR peptide binding to human neuropilin-1; AID 602438; FAM-RPARPAR peptide binding to NRP-1, fluorescence polarization; O14786; actives 0.85% (n = 360,000); inhibition, % at 25 µM;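 active = inhibition or corrected inhibition above about 18%, plus a signal ratio from 0.5 to 1.5, limit read from the data, passing the limit was not always enough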; also: strong numbers were not always called active
Target sequence (O14786 whole entry, looked up): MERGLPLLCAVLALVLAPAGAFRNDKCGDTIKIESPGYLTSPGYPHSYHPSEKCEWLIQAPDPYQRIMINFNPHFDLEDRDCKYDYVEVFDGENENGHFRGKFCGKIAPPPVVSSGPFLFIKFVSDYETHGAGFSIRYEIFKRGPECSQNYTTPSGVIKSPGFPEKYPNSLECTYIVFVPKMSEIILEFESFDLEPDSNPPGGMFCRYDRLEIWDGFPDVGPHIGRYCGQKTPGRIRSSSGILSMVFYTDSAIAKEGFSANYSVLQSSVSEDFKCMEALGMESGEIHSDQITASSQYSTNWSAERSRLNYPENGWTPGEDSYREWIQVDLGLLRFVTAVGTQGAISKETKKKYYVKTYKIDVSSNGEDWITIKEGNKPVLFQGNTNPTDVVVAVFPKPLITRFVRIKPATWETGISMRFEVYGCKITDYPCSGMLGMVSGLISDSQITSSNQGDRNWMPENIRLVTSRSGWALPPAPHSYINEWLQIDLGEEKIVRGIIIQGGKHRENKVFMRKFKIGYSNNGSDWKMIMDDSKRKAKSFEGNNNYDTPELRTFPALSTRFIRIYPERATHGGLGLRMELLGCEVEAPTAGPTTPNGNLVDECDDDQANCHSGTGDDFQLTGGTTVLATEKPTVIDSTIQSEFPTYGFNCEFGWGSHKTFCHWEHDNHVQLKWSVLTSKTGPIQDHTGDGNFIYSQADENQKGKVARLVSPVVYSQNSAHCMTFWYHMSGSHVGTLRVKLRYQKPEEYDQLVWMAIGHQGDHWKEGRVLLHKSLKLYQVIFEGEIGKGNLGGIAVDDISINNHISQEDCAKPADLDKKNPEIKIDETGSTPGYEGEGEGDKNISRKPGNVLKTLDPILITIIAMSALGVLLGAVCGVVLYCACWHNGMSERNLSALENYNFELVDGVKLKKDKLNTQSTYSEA
Neddylation inh – blocks human cullin neddylation | P61081+Q13564 | TR-FRET cullin neddylation, biochemical | calls only at 25 µM | actives 0.58% (n = 360,000); in the data active = inhibition above about 36%
MT1-MMP act inh – MT1-MMP (human) activation inhibition; AID 651647; HT1080 RFP-PRO-GFP cells, GFP/RFP ratio fluorescence, overnight; percent of plate control window, DMSO zero; GFP/RFP ratio change, % at 20 µM; P50281; actives 0.061% (n = 360,000);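 active = GFP/RFP ratio change of at least 30% with cell ATP level not reduced by more than half and red fluorescence within 50% of control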; also: strong numbers were not always called active
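Assay system: HT1080 RFP-PRO-GFP cells | Dosing: 20 µM single dose, 1% DMSO | Incubation: Cells overnight before dosing, compound overnight, 37 °C, 5% CO2 | Evaluation: GFP/RFP fluorescence ratio | Control set: DMSO-only wells and HT1080 RFP-L50D-GFP cell wells as references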
eLon inh – inhibits E. coli Lon protease | P0A9M0 | purified E. coli Lon protease, fluorescence polarization | inhibition, % at 7.94 µM | actives 0.42% (n = 360,000) | AID 602123; in the data active = inhibition above about 13%, passing the limit was not always enough;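 also: 0% = enzyme with probe and DMSO and 100% = no enzyme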
SKN-1 inh – blocks SKN-1 activity in C. elegans | inhibition, % at 21.8 µM | AID 624304 | actives 0.49% (n = 360,000) | C. elegans VP596 Pgst-4::GFP/RFP ratio, acrylamide-induced, 24 h;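 active = interference check ratio from 0.5 to 1.5 plus GFP to RFP signal ratio inhibition reaching or exceeding a fixed threshold, cut at about 30% in these data, passing the limit was not always enough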; also: some compounds called inactive have numbers as strong as hits
FAS-TE inh – inhibitors of human fatty acid synthase thioesterase domain; recombinant FAS-TE, OMFH fluorogenic substrate, fluorescence endpoint; inhibition, % at 15 µM; actives 0.67% (n = 360,000); AID 602261;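 active = compounds whose normalised, plate-corrected inhibition of enzyme fluorescence in the single-dose primary screen is 50% or more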;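 also: 0% = DMSO with enzyme and 100% = substrate without enzyme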
Rin1-Abl PPI inh – blocks binding of human Rin1 to Abl. TR-FRET Rin1/Abl binding, biochemical. P00519+Q13671. inhibition, % at 7.35 µM. actives 0.4% (n = 360,000); in the data active = inhibition above about 5%, passing the limit was not always enough
bovine MsrA act – activates bovine MsrA enzyme; purified bovine MsrA, absorbance read-out; activation, % at 10.6 µM; actives 0.3% (n = 360,000); AID 602163; in the data active = activation above about 7.5%;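 also: 0% = vehicle and 100% = reference activator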
Starred values were filed as active, the others as inactive.

CNC(=O)COC(=O)c1ccc(OCC(=O)Nc2ccccc2OC)c(OC)c1 was read as MsrA inh -0.2, CendR NRP1 mod 8, Neddylation inh inactive, MT1-MMP act inh 2, eLon inh 0, SKN-1 inh 9, FAS-TE inh -3, Rin1-Abl PPI inh 3 and bovine MsrA act -2.
COc1ccc(CCNC(=O)c2cccc([N+](=O)[O-])c2)cc1OC was read as MsrA inh -1.1, CendR NRP1 mod -6, Neddylation inh inactive, MT1-MMP act inh 4, eLon inh 12, SKN-1 inh -7, FAS-TE inh -3, Rin1-Abl PPI inh 1 and bovine MsrA act -8.
For CN(C)S(=O)(=O)N1CCN(c2cc(Cl)ccc2Cl)CC1 the results were MsrA inh -0.2, CendR NRP1 mod 14, Neddylation inh inactive, MT1-MMP act inh -4, eLon inh 8, SKN-1 inh -1, FAS-TE inh 12, Rin1-Abl PPI inh -2 and bovine MsrA act -3.
Screening Cc1ccc(C)c(N2CCN(S(=O)(=O)c3ccc4[nH]c(=O)ccc4c3)CC2)c1 returned MsrA inh 1.9, CendR NRP1 mod -6, Neddylation inh inactive, MT1-MMP act inh 2, eLon inh -3, SKN-1 inh 16, FAS-TE inh -7, Rin1-Abl PPI inh -3 and bovine MsrA act 1.
For Cc1ccc(CNC(=O)c2ccccc2SCC(=O)NCC2CCCCC2)cc1 the results were MsrA inh -0.8, CendR NRP1 mod -2, Neddylation inh inactive, MT1-MMP act inh 2, eLon inh 5, SKN-1 inh 7, FAS-TE inh 1, Rin1-Abl PPI inh 3 and bovine MsrA act 1.
Screening CC1CCN(c2nc3c(c(=O)n(C)c(=O)n3C)n2Cc2ccccc2)CC1 returned MsrA inh 0.4, CendR NRP1 mod 0, Neddylation inh inactive, MT1-MMP act inh -6, eLon inh -1, SKN-1 inh 3, FAS-TE inh 28, Rin1-Abl PPI inh 5 and bovine MsrA act -1.
Screening CCC1(CC)C(=O)C2=C3C1[C@H](C(=O)OC)CC(C(=O)OC)C[C@H]3n1c(=O)n(C)c(=O)n1[C@H]2C (some centres not stated) returned MsrA inh 1.3, CendR NRP1 mod 3, Neddylation inh inactive, MT1-MMP act inh 3, eLon inh 0, SKN-1 inh 8, FAS-TE inh -8, Rin1-Abl PPI inh 2 and bovine MsrA act -10.
Cc1ccc(N/C=C(\C2OC(=O)c3ccccc32)[N+](=O)[O-])c(C)c1 (configuration not stated) was read as MsrA inh 1.1, CendR NRP1 mod 10, Neddylation inh inactive, MT1-MMP act inh 5, eLon inh 1, SKN-1 inh 7, FAS-TE inh 8, Rin1-Abl PPI inh -1 and bovine MsrA act -7.
Screening CN(C)c1ccc(/C=N/Nc2nncc3ccccc23)cc1 returned MsrA inh 2.4, CendR NRP1 mod 3, Neddylation inh inactive, MT1-MMP act inh 2, eLon inh -13, SKN-1 inh 2, FAS-TE inh 1, Rin1-Abl PPI inh 4 and bovine MsrA act -1.
For COc1c(NC(C)=O)c2c(c([N+](=O)[O-])c1OC)C(=O)OC2 the results were MsrA inh 0.3, CendR NRP1 mod 12, Neddylation inh inactive, MT1-MMP act inh 1, eLon inh 4, SKN-1 inh 2, FAS-TE inh -5, Rin1-Abl PPI inh 2 and bovine MsrA act -2.
COc1cccc(-c2nc3n(n2)C(c2ccc4c(c2)OCO4)C(C(N)=O)=C(C)N3)c1 (configuration not stated) was read as MsrA inh -0.5, CendR NRP1 mod 4, Neddylation inh inactive, MT1-MMP act inh 12, eLon inh 3, SKN-1 inh -20, FAS-TE inh 10, Rin1-Abl PPI inh 4 and bovine MsrA act 0.
For CCOc1ccc2nc(SCC(=O)N3c4ccccc4Sc4ccccc43)c(C#N)cc2c1 the results were MsrA inh -0.5, CendR NRP1 mod -20, Neddylation inh inactive, MT1-MMP act inh -18, eLon inh -23, SKN-1 inh 8, FAS-TE inh 37, Rin1-Abl PPI inh 1 and bovine MsrA act -3.
Screening C/C(=C\c1cc(C(=O)O)c(C)o1)CO returned MsrA inh 0.2, CendR NRP1 mod 18, Neddylation inh inactive, MT1-MMP act inh 5, eLon inh -2, SKN-1 inh -22, FAS-TE inh -8, Rin1-Abl PPI inh 4 and bovine MsrA act -12.
`NC(=O)c1ncn([C@@H]2O[C@H](CNS(=O)(=O)c3cc4ccccc4s3)[C@@H](O)[C@H]2O)n1` gave MsrA inh 1.3, CendR NRP1 mod 2, Neddylation inh inactive, MT1-MMP act inh 4, eLon inh -2, SKN-1 inh 1, FAS-TE inh -8, Rin1-Abl PPI inh -2 and bovine MsrA act -2.
For Cc1nc(N)sc1-c1nnc(SCC(=O)Nc2ccccc2C(F)(F)F)n1C the results were MsrA inh 0.1, CendR NRP1 mod 10, Neddylation inh inactive, MT1-MMP act inh 13, eLon inh 2, SKN-1 inh 31, FAS-TE inh -6, Rin1-Abl PPI inh -1 and bovine MsrA act -1.
For COc1ccc(NC(=O)CCC2COc3ccccc3O2)c(OC)c1 (configuration not stated) the results were MsrA inh 0.1, CendR NRP1 mod 5, Neddylation inh inactive, MT1-MMP act inh -2, eLon inh -4, SKN-1 inh -1, FAS-TE inh 4, Rin1-Abl PPI inh 0 and bovine MsrA act -10.
Screening CCCCCCNC(=O)c1cc(-c2ccco2)nc2ccccc12 returned MsrA inh 1.1, CendR NRP1 mod -22, MT1-MMP act inh -9, eLon inh -13, SKN-1 inh 2, FAS-TE inh 8, Rin1-Abl PPI inh 2 and bovine MsrA act -3.
Screening CSC1=C(C#N)C(CC(C)C)C2=C(CCCC2=O)N1 (configuration not stated) returned MsrA inh 0.2, CendR NRP1 mod 7, Neddylation inh inactive, MT1-MMP act inh 3, eLon inh 0, SKN-1 inh -18, FAS-TE inh 0, Rin1-Abl PPI inh 2 and bovine MsrA act -2.
Screening Cc1ccc(NC(=S)NC2CC3CCC(C2)N3Cc2ccco2)c(C)c1 (configuration not stated) returned MsrA inh 0.5, CendR NRP1 mod -6, Neddylation inh inactive, MT1-MMP act inh 3, eLon inh -6, SKN-1 inh 9, FAS-TE inh -11, Rin1-Abl PPI inh -4 and bovine MsrA act -3.
For COc1c(C)cc(S(=O)(=O)NCCN2CCOCC2)c(C)c1C the results were MsrA inh -0.9, CendR NRP1 mod 11, Neddylation inh inactive, MT1-MMP act inh 1, eLon inh 2, SKN-1 inh -2, FAS-TE inh -5, Rin1-Abl PPI inh 0 and bovine MsrA act -1.

Next part; the last three above are carried over.
Screening CSC1=C(C#N)C(CC(C)C)C2=C(CCCC2=O)N1 (configuration not stated) returned MsrA inh 0.2, CendR NRP1 mod 7, Neddylation inh inactive, MT1-MMP act inh 3, eLon inh 0, SKN-1 inh -18, FAS-TE inh 0, Rin1-Abl PPI inh 2 and bovine MsrA act -2.
Screening Cc1ccc(NC(=S)NC2CC3CCC(C2)N3Cc2ccco2)c(C)c1 (configuration not stated) returned MsrA inh 0.5, CendR NRP1 mod -6, Neddylation inh inactive, MT1-MMP act inh 3, eLon inh -6, SKN-1 inh 9, FAS-TE inh -11, Rin1-Abl PPI inh -4 and bovine MsrA act -3.
For COc1c(C)cc(S(=O)(=O)NCCN2CCOCC2)c(C)c1C the results were MsrA inh -0.9, CendR NRP1 mod 11, Neddylation inh inactive, MT1-MMP act inh 1, eLon inh 2, SKN-1 inh -2, FAS-TE inh -5, Rin1-Abl PPI inh 0 and bovine MsrA act -1.
For COc1ccc(O)c(CN2CC3CCC(CC3)C2)c1 the results were MsrA inh -0.4, CendR NRP1 mod -14, Neddylation inh inactive, MT1-MMP act inh 1, eLon inh -6, SKN-1 inh 16, FAS-TE inh -6, Rin1-Abl PPI inh 1 and bovine MsrA act -1.
`O=c1[nH]c2ccccc2cc1-c1nnn(-c2ccc(Cl)c(Cl)c2)n1` gave MsrA inh 0.4, CendR NRP1 mod -9, Neddylation inh inactive, MT1-MMP act inh 3, eLon inh -9, SKN-1 inh -2, FAS-TE inh -7, Rin1-Abl PPI inh -1 and bovine MsrA act -3.
For CC(=O)Nc1ccc(S(=O)(=O)NCC(=O)OCC(=O)Nc2sccc2C(N)=O)cc1 the results were MsrA inh 1.1, CendR NRP1 mod -3, Neddylation inh inactive, MT1-MMP act inh 0, eLon inh -16, SKN-1 inh -1, FAS-TE inh -6, Rin1-Abl PPI inh 4 and bovine MsrA act -1.
For COc1ccc(/C=C(\NC(=O)c2ccc(C)cc2)C(=O)Nc2c(C)n(C)n(-c3ccccc3)c2=O)cc1 the results were MsrA inh 1.6, CendR NRP1 mod -5, Neddylation inh inactive, MT1-MMP act inh 5, eLon inh 1, SKN-1 inh -1, FAS-TE inh -6, Rin1-Abl PPI inh -3 and bovine MsrA act -3.
For O=C(O)c1cccc(CSc2nnc(COc3ccccc3)o2)c1 the results were MsrA inh -0.7, CendR NRP1 mod 9, Neddylation inh inactive, MT1-MMP act inh -6, eLon inh -4, SKN-1 inh -33, FAS-TE inh -8, Rin1-Abl PPI inh 0 and bovine MsrA act -10.
`COc1ccc(NC(=S)NCCN2CCOCC2)c(OC)c1` gave MsrA inh 0.5, CendR NRP1 mod -8, Neddylation inh inactive, MT1-MMP act inh 3, eLon inh -10, SKN-1 inh 11, FAS-TE inh 1, Rin1-Abl PPI inh -1 and bovine MsrA act 0.
N#CC(c1ccccc1)C(CC(=NO)c1ccccc1)c1ccccc1 (configuration not stated) was read as MsrA inh 0.8, CendR NRP1 mod -1, Neddylation inh inactive, MT1-MMP act inh -4, eLon inh -12, SKN-1 inh 9, FAS-TE inh 9, Rin1-Abl PPI inh 1 and bovine MsrA act -1.
`Cc1nn(CC(=O)NCCCN2CCCCC2C)c(=O)c2cccn12` (configuration not stated) gave MsrA inh -0.8, CendR NRP1 mod 2, Neddylation inh inactive, MT1-MMP act inh 2, eLon inh 1, SKN-1 inh -14, FAS-TE inh -7, Rin1-Abl PPI inh 2 and bovine MsrA act -3.
O=C(NC1CCCC1)C1C2C=CC(C2)C1C(=O)N1CCOCC1 (configuration not stated) was read as MsrA inh -0.1, CendR NRP1 mod -3, Neddylation inh inactive, MT1-MMP act inh -5, eLon inh 2, SKN-1 inh -14, FAS-TE inh -7, Rin1-Abl PPI inh 0 and bovine MsrA act -5.
O=C(NCc1ccncc1)Nc1ccc(F)cc1 was read as MsrA inh -0.3, CendR NRP1 mod 8, Neddylation inh inactive, MT1-MMP act inh 1, eLon inh 11, SKN-1 inh -19, FAS-TE inh -8, Rin1-Abl PPI inh 3 and bovine MsrA act 0.
Screening Cc1ccc2c(Cl)c(C(=O)Nc3ccc4c(c3)OCO4)sc2c1 returned MsrA inh 0.0, CendR NRP1 mod 0, MT1-MMP act inh 5, eLon inh -1, SKN-1 inh 6, FAS-TE inh -5, Rin1-Abl PPI inh -1 and bovine MsrA act -2.
For COc1ccc(Cl)cc1NC(=O)NNC(=O)c1ccccn1 the results were MsrA inh 0.9, CendR NRP1 mod -6, Neddylation inh inactive, MT1-MMP act inh 2, eLon inh 0, SKN-1 inh 2, FAS-TE inh -4, Rin1-Abl PPI inh -1 and bovine MsrA act 0.
`CSc1sc(C#N)c2c1/C(=N\O)CCC2` gave MsrA inh -0.2, CendR NRP1 mod 7, Neddylation inh inactive, MT1-MMP act inh -3, eLon inh 0, SKN-1 inh 5, FAS-TE inh -1, Rin1-Abl PPI inh -4 and bovine MsrA act 1.
NCCCC[C@@H](C(=O)N1CCNCC1)n1cc([C@@H](N)CC(N)=O)nn1 was read as MsrA inh 0.3, CendR NRP1 mod 7, Neddylation inh inactive, MT1-MMP act inh -1, eLon inh 5, SKN-1 inh -1, FAS-TE inh -14, Rin1-Abl PPI inh 0 and bovine MsrA act -3.
Cc1c(=O)n(OCc2ccccc2F)c2ccccc2[n+]1[O-] was read as MsrA inh 0.6, CendR NRP1 mod 10, Neddylation inh inactive, eLon inh 7, SKN-1 inh 11, FAS-TE inh 1, Rin1-Abl PPI inh -4 and bovine MsrA act -4.
For Cc1cc(C)n(S(=O)(=O)c2cc(C)c(C)cc2C)n1 the results were MsrA inh 1.8, CendR NRP1 mod 14, Neddylation inh inactive, MT1-MMP act inh 2, eLon inh 16, SKN-1 inh 9, FAS-TE inh 5, Rin1-Abl PPI inh -3 and bovine MsrA act 0.

From PubChem
